# Assay outcomes deposited in PubChem BioAssay by Broad Institute.
# ERAP1 inh: human ERAP1 aminopeptidase inhibitors, primary screen, biochemical, single point, plate reader. 0.15% of 340,000 active. inhibition, % at 10.7 µM. recombinant ERAP1, Leu-AMC fluorescence, 60 min;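 active = mean replicate inhibition of at least 30%, or all replicates individually reaching that 30% level; inactive = mean below 30% and not every replicate reaching it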;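 also: 0% = neutral control wells and 100% = L-leucinethiol positive control wells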
# Cneo AK release: Cryptococcus neoformans cell lysis inducers, primary screen, AK release luminescence, single concentration. C. neoformans lysis, adenylate kinase release luminescence, 4 h; normalised: neutral wells 0, clomiphene wells 100. lysis activity, % at 15 µM. 0.2% of 360,000 active. AID 651654, 2012;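 active = mean lysis activity across replicates of at least 80%, whatever share of replicates individually reach that level; inactive = mean lysis activity below 80%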
#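 Assay system: log-phase C. neoformans yeast / Quantity: yeast cell density of 5 × 10^6 cells/mL / Medium: fresh YPD growth medium / Compound: single dose / Timing: static 4 h at 37 °C with compound, 1 h detection / Measured by: adenylate kinase release luminescence / Read-out: lysis from increased AK signal / Benchmarks: Clomiphene as positive lysis control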
# E-selectin induc: E-selectin induction in HUVECs, primary screen, imaging, HUVEC, immunofluorescence imaging, single point | 0.37% of 260,000 active | normalized: neutral wells 0, TNF-alpha wells 100 | activation, % at 7.58 µM | P16581;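 active = mean E-selectin-positive cell signal at least 10% of the positive control, reached in at least 60% of replicates, without over 20% cell loss; inconclusive = no rule given, readout overlaps actives, possibly toxicity-flagged; inactive = the rest, including those meeting only one limit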;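 also: in these data hits start at about 27%; measured in HUVEC primary endothelial cells; signal is the percent of cells scored E-selectin positive by PE staining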
# Target sequence (P16581 whole entry, looked up): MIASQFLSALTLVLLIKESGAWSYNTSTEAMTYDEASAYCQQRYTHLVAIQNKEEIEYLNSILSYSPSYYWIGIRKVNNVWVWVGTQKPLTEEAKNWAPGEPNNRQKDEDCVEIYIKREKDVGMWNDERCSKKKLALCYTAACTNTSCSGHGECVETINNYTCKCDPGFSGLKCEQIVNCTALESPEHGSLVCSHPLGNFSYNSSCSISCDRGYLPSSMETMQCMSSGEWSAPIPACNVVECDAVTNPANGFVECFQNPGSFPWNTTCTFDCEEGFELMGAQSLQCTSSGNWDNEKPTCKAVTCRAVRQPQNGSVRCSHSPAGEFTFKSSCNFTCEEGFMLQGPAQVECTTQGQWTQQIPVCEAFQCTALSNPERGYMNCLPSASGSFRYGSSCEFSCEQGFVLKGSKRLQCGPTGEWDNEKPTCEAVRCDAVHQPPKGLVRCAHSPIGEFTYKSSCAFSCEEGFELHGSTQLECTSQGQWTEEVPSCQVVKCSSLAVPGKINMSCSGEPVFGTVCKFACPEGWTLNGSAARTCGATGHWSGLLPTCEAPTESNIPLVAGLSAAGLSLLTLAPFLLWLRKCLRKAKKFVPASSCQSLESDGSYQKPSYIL
#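 Assay system: HUVEC primary endothelial cells. Input: 3,000 HUVEC seeded per well. Doses: one compound dose added by pin transfer. Read-out basis: % PE-positive cells. Benchmarks: TNF-alpha high, DMSO low. Detection: immunofluorescence imaging. Buffer or medium: EGM-2, gelatin.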
# PglD inh: C. jejuni PglD acetyltransferase inhibitors, primary screen, biochemical, DTNB colorimetric, single point | 0.098% of 360,000 active | purified PglD enzyme, DTNB colorimetric CoA detection | inhibition, % at 12.5 µM; in the data active = inhibition above about 16%, passing the limit was not always enough; inconclusive = no clear call, values can overlap the other calls; also: strong numbers were not always called active
# RAD52 anneal inh: RAD52 DNA annealing inhibitors, primary screen, biochemical, FRET, single point, set 2 | 0.46% of 360,000 active | DNA repair protein RAD52 homolog (Homo sapiens), P43351 | inhibition, % at 18.7 µM | recombinant RAD52 DNA annealing, FRET fluorescence;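 active = every replicate showing at least 50% inhibition; inconclusive = mean inhibition at least 50% but not in every replicate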
# Target sequence (P43351 whole entry, looked up): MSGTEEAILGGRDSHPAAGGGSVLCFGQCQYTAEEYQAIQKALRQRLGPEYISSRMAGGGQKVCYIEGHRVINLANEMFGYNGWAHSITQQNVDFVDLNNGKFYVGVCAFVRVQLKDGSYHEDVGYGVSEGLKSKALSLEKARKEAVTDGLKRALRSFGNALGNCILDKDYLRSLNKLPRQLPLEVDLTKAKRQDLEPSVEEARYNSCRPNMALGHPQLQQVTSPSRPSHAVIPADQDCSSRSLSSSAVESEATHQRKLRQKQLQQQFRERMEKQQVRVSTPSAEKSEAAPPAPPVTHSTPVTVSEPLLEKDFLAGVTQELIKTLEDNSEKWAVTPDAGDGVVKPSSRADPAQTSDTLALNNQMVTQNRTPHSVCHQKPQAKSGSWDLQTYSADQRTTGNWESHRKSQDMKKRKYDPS
# PGC1a acetyl inh: inhibitors of PGC1a acetylation signal, primary screen, cell-based, U2OS, AlphaScreen, inhibitor mode. 0.17% of 350,000 active. inhibition, % at 15.6 µM. AlphaScreen anti-acetyl-lysine; with virally co-expressed GCN5 acetyltransferase;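 active = every replicate shows inhibition of at least 40%; inconclusive = mean inhibition at least 40% but some replicate below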;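 also: 0% = neutral control wells and 100% = positive control wells; some results beyond the cut were filed as inactive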
# miR-122 sensor: miR-122 Renilla sensor signal increase in Huh7, primary screen, miR-122 inhibitor project, cell-based, single point, plate reader; activation (reporter increase), % at 12.5 µM; Huh7 miR-122 Renilla luciferase sensor, 48 h; neutral wells = 0, positive control = 100; 0.3% of 340,000 active;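 active = mean replicate activation score at least 90 and every replicate individually at or above 90; inconclusive = only one of the two criteria met; inactive = neither criterion met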;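 also: higher luciferase means less miR-122 activity so hits act as miR-122 inhibitors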
# RAD54 branch: inhibitors of human RAD54 branch migration, primary screen, biochemical, fluorescence, single point. DNA repair and recombination protein RAD54-like (Homo sapiens), Q92698. RAD54 Holliday junction branch migration, FAM/BHQ fluorescence. inhibition, % at 10.4 µM. 0.14% of 360,000 active;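 active = mean normalized replicate activity at least 40 and at least half of replicates scoring 40 or more; inconclusive = only one of the two criteria met; inactive = mean below 40 and under half of replicates reaching 40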;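 also: 0% = median of neutral control wells and 100% = median of positive control wells; inhibitors cause a drop in the FAM fluorescence signal; in these data hits start at about 50%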
# * = called active by the depositor; i = inactive; ? = inconclusive; · = not tested or not shown; [ ] = dose if it differs, or a comment.
SMILES,ERAP1 inh,Cneo AK release,E-selectin induc,PglD inh,RAD52 anneal inh,PGC1a acetyl inh,miR-122 sensor,RAD54 branch
O=C(c1cc(-c2ccccc2)n[nH]1)N1CCN(S(=O)(=O)c2ccccc2)CC1,-1,0,-0.1,0,-7,8,0,-10
C[C@H](NC(=O)[C@@H]1[C@@H](CO)[C@@H]2Cn3c(ccc(C4=CCCC4)c3=O)[C@H]1N2C(=O)C1CC1)c1ccccc1,2,·,-0.3,·,0,15,·,·
Cc1ccc(SCCN2CCN(CCc3ccccc3)CCC2=O)cc1,1,1,0.7,3,-11,-3,-1,-5
C[C@@H]1CN([C@@H](C)CO)C(=O)c2cc(NC(=O)CCN3CCOCC3)ccc2O[C@@H]1CN(C)S(=O)(=O)c1ccc(Cl)cc1,-1,-3,-11,0,0,3,31[16.7 µM],1
CC1CN(CCc2ccccc2)c2nc3c(c(=O)n(C)c(=O)n3C)n2C1 (stereo not given),4,-1,·,-5,-1,·,·,-6
C[C@@H]1CN([C@@H](C)CO)C(=O)c2cc(C3=CCCCC3)cnc2O[C@H]1CN(C)Cc1ccccc1F,2,-1,0.5,-1,26,1,21[16.7 µM],5
COc1ccc(/C=N/NC(=O)CCSc2nc3ccccc3s2)cc1OC,-5,-1,0.2,0,-8,-2,2,6
O=C(CCN1CCOCC1)Nc1cc(C(=O)Nc2ccccc2F)ccc1N1CC2CC(C1)c1cccc(=O)n1C2 (stereo not given),-3,-3,-0.1,-3,-7,11,7,0
NC(=O)C1(N2CCCCC2)CCN(C2CC(=O)N(Cc3ccc(N4CCCC4=O)cc3)C2=O)CC1 (stereo not given),·,1,0.2,-6,·,·,-1,11
Cc1ccc(S(=O)(=O)N(C)c2ccc(OC(=O)c3cccs3)cc2)cc1C,-3,3,-0.8,5,-40,2,-8,0
COc1ccc(CNC(=O)c2ccc3nccnc3c2)cc1,·,-1,·,4,·,6,-3,0
Cc1cccc(N(CC(=O)N/N=C/c2cc([N+](=O)[O-])ccc2Cl)S(C)(=O)=O)c1C,·,3,·,-5,·,-2,-7,3
O=C1CCCc2oc3ccc(NS(=O)(=O)c4cccc5cccnc45)cc3c21,11,-10,·,-4,-19,4,28,7
O=C1Nc2c(Br)cc(Br)c3cccc1c23,-1,·,·,·,-11,?,-4,·
COc1ccc(N2CCN(S(=O)(=O)c3ccc(-c4cnc(C5CC5)o4)cc3)CC2)cc1,·,-2,·,2,·,-25,-3,-1
OC(COc1ccc(Br)cc1)CN1CCCC1 (stereo not given),2,0,·,-4,-2,-3,17,-7
c1cnc(-c2nnc3n2CCCCC3)cn1,·,0,·,9,·,11,·,-5
Cc1cc(Cl)c2oc(C(=O)N(C)C3CCOC3)c(C)c2c1 (stereo not given),2,0,·,-2,-4,-6,3,-8
CNC[C@@H]1Oc2ccc(NC(=O)Nc3ccccc3)cc2C(=O)N([C@H](C)CO)C[C@@H]1C,1,-2,-2.9,1,-21,4,-5[16.7 µM],5
CC(C)C#Cc1cnc2c(c1)C(=O)N([C@@H](C)CO)C[C@H](C)[C@@H](CN(C)C(=O)c1cccnc1)O2,1,-7,0.0,6,-3,-6,6[16.7 µM],-9

# Rewritten with tabs: part of the list above
SMILES	ERAP1 inh	Cneo AK release	E-selectin induc	PglD inh	RAD52 anneal inh	PGC1a acetyl inh	miR-122 sensor	RAD54 branch
C[C@@H]1CN([C@@H](C)CO)C(=O)c2cc(C3=CCCCC3)cnc2O[C@H]1CN(C)Cc1ccccc1F	2	-1	0.5	-1	26	1	21[16.7 µM]	5
COc1ccc(/C=N/NC(=O)CCSc2nc3ccccc3s2)cc1OC	-5	-1	0.2	0	-8	-2	2	6

# The list goes on.
SMILES,ERAP1 inh,Cneo AK release,E-selectin induc,PglD inh,RAD52 anneal inh,PGC1a acetyl inh,miR-122 sensor,RAD54 branch
O=C(O)COCc1nc2ccccc2s1,·,-2,-0.1,-3,-10,3,8,-6
O=c1cc(C(F)(F)F)nc(SCc2cccc3ccccc23)[nH]1,0,-3,0.1,0,-10,0,3,1
CC(C)NC(=O)Nc1ccc2c(c1)C(=O)N([C@H](C)CO)C[C@H](C)[C@@H](CN(C)S(=O)(=O)c1ccc(F)cc1)OCCCC[C@@H](C)O2,3,-3,-0.2,0,5,0,-2[16.7 µM],5
Cc1nc2c(C(=O)NCCC(C)C)c[nH]n2c(=O)c1Cc1ccccc1F,·,1,·,9,·,-14,53,6
C[C@H]1CN([C@@H](C)CO)C(=O)c2cc(NC(=O)Cc3cn(C)c4ccccc34)ccc2O[C@H]1CN(C)Cc1ccccc1,-2,-59,-0.3,-1,5,·,-12[16.7 µM],-4
COc1cc(/C=C(\C#N)C(N)=O)ccc1OCc1c(C)no[n+]1[O-],·,-2,3.9,-3,1,8,-10,5
CCOC(=O)[C@H]1[C@H]2COc3ccc(C)cc3[C@@H]2N2C(=O)CN(Cc3ccccc3)C(=O)[C@@]12C,·,2,-0.2,4,-133,·,0,1
COc1ccccc1C(=O)NCCC(=O)N1CCCC(C)C1 (stereo not given),0,0,-0.2,-2,1,4,1,-3
Cc1ccc(CN2CCC2(C)C(=O)NC(C)C)cc1 (stereo not given),3,7,-2.5,3,-14,·,·,13
C#CCN1[C@H](/C=C/C2CC2)[C@H](Cc2ccccc2)OC(=O)[C@@H]1Cc1ccccc1,0,1,·,·,7,-14,·,·
COc1ccc(-c2nnc(SCC#CCO)o2)cc1OC,·,-3,·,-4,·,-2,-8,-3
CCOC(CNC(=O)C1CCN(S(=O)(=O)c2ccc3nc4c(c(C(=O)O)c3c2)CC(C)CC4)CC1)OCC (stereo not given),-5,0,·,6,-27,-3,5,-3
Cc1ccc(S(=O)(=O)c2nc(-c3ccccc3Cl)oc2NCCCN2CCOCC2)cc1,-3,-1,-0.1,-7,-63,·,·,-4
COc1ccc(C)cc1S(=O)(=O)N(CC(=O)N1CCOCC1)Cc1ccccc1,·,-4,·,-4,·,3,0,4
CCOC(=O)C1(Cc2cccc(F)c2)CCN(CC(O)CO)CC1 (stereo not given),-3,-1,-6.2,5,i,-9,-13,6
Cc1c(CC(=O)NCC(=O)O)c(=O)oc2cc3oc4c(c3cc12)CCCC4,-4,0,0.3,3,-11,4,-1,-4
Cc1ccc(C(=O)NC(=S)Nc2ccc(S(=O)(=O)N(C)c3ccccc3)cc2)cc1,·,-1,·,-6,·,9,-1,0
O=C(NCc1ccccn1)c1c(O)c2cccc3c2n(c1=O)CC3,·,3,·,3,·,-11,-1,1
CCOc1ccc(N(C(=O)c2cnccn2)C(C(=O)NC2CCCCC2)c2ccc(O)cc2)cc1 (stereo not given),-5,-6,·,-1,-5,3,0,-19
CCCn1c(SCC(=O)Nc2cccc(F)c2)nc(O)cc1=O,-1,0,0.5,4,-35,·,·,4
CCOC(=O)C1CCN(C(=O)C2CCN(S(=O)(=O)c3ccc4ccccc4c3)CC2)CC1,-2,3,-0.2,0,-22,10,4,-8
C[C@H](CO)N1C[C@H](C)[C@@H](CN(C)S(C)(=O)=O)Oc2ccc(NC(=O)Nc3ccc(C(F)(F)F)cc3)cc2CC1=O,-2,5,·,12,-12,5,10[16.7 µM],-2
CC1(C)CC2(OC2c2ccccc2)C(=O)c2ccccc21 (stereo not given),0,-2,1.7,1,-13,-1,-3,-4
O=C(c1ccc(CS(=O)(=O)c2ccccc2)o1)N1CCN(c2ccccc2)CC1,4,2,0.4,2,-9,·,-3,-3
CCOC(=O)/C=c1\s/c(=C\c2ccc(C)cc2)c(=O)n1CC(=O)NCc1ccco1,·,0,·,-1,·,-10,-7,-4
Cc1noc(C)c1S(=O)(=O)Nc1ccc2c(c1)C(=O)N([C@@H](C)CO)C[C@@H](C)[C@@H](CN(C)CC1CCCCC1)OCCCC[C@H](C)O2,-4,-2,-0.1,2,12,·,-1[16.7 µM],-4
COc1ccc(Cc2nnc(SCC(=O)Nc3cc(Cl)ccc3OC)[nH]c2=O)cc1,2,3,·,-1,-7,-12,-2,-4
COc1cccc2c(=O)c(C(=O)NCc3cccs3)c[nH]c12,·,0,·,0,·,-14,-2,-5
O=C(O)c1cccc(-c2nc3ccccc3[nH]2)c1,-7,-7,-0.2,6,-2,-10,-10,-2
Cc1cccc(S(=O)(=O)N[C@@H]2CC[C@H](CCNC(=O)c3cnccn3)O[C@H]2CO)c1,-3,-10,-0.4,-6,-10,7,·,-2
OC[C@H]1[C@@H](c2ccc(-c3ccccc3F)cc2)[C@H]2CN(Cc3cncnc3)CCCCN21,-1,45,-0.3,-3,-6,0,2[16.7 µM],-4
CN(C)S(=O)(=O)c1cccc(-n2sc3ccccc3c2=O)c1,19,-1,-0.1,-2,-28,3,-5,3
CC(=O)Nc1ccc(N=NC2C(=O)N(C(N)=S)N=C2C)cc1 (stereo not given),6,-1,·,-4,-20,17,-7,5
CCc1cccc(NS(=O)(=O)c2c(C)nc3scc(C)n3c2=O)c1,-5,0,0.2,-1,-9,-40,81,-1

# Structures above that contain a COOH group (four):
SMILES,ERAP1 inh,Cneo AK release,E-selectin induc,PglD inh,RAD52 anneal inh,PGC1a acetyl inh,miR-122 sensor,RAD54 branch
O=C(O)COCc1nc2ccccc2s1,·,-2,-0.1,-3,-10,3,8,-6
CCOC(CNC(=O)C1CCN(S(=O)(=O)c2ccc3nc4c(c(C(=O)O)c3c2)CC(C)CC4)CC1)OCC (stereo not given),-5,0,·,6,-27,-3,5,-3
Cc1c(CC(=O)NCC(=O)O)c(=O)oc2cc3oc4c(c3cc12)CCCC4,-4,0,0.3,3,-11,4,-1,-4
O=C(O)c1cccc(-c2nc3ccccc3[nH]2)c1,-7,-7,-0.2,6,-2,-10,-10,-2
